Assay outcomes: PubChem BioAssay, several laboratories
TbHK1 inh: blocks Trypanosoma brucei hexokinase 1 activity. AID 1430. hit rate 0.11% among 220,000. recombinant TbHK1, G6PDH-coupled NADH A340. inhibition, % at 10 µM;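 active means inhibition of 50% or more in the single-dose primary screen; inactive means inhibition below 50%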
PPC-1+TRAIL kill: PPC-1 cancer cell killing with TRAIL present | hit rate 0.41% among 220,000 | cell killing (% activity), % at 4 µM | PPC-1 cells + TRAIL, ATPLite viability luminescence;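 active means cell killing above 50% in the first pass at 4 µM, then a duplicate retest at 5 µM averaging 50% or more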;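 further: plate controls were cells with TRAIL plus DMSO for no effect and medium-only wells lacking cells for full effect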
p97 ATPase inh: blocks human p97 ATPase activity; P55072; recombinant p97 ATPase, Kinase-Glo ATP luminescence, 3 h; inhibition, % at 8 µM; hit rate 0.42% among 220,000; in the data active means inhibition above about 15%;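 further: 0% = DMSO vehicle and 100% = wells lacking enzyme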
PGE2 EP2 inh: inhibitors of human EP2 prostaglandin E2 receptor | C6 glioma cells expressing human EP2, cAMP TR-FRET; cells stimulated with saturating PGE2 | inhibition, % at 25 µM | hit rate 0.52% among 260,000;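 active means percent inhibition above 40 after rounding to a whole number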;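 further: rat C6 glioma host cells with rolipram phosphodiesterase inhibitor present; the protocol text gives 20 µM as final concentration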
Target sequence (P43116 whole entry, looked up): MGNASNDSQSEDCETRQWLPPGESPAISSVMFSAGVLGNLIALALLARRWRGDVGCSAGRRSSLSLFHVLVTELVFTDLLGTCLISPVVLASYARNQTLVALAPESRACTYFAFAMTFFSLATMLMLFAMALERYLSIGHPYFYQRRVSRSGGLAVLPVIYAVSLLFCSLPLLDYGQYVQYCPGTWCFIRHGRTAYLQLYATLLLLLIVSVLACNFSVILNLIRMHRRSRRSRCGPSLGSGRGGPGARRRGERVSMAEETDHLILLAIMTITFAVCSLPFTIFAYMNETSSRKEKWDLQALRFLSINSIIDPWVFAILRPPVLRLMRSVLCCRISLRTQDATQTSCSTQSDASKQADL
BaF3 tox: counter-screen for JAK2V617F inhibitors: parental Ba/F3 viability inhibitors. AID 1486. CellTiter-Glo ATP luminescence. inhibition, % at 5.6 µM. hit rate 1.1% among 220,000;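 active means inhibition above a per-campaign cutoff, the mean inhibition of all tested compounds plus 3 SD, cut at about 27% in these data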;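 further: 0% = DMSO wells and 100% = JAK Inhibitor I control wells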
p47phox inh: inhibitors of human p47phox binding; P14598; p47phox/p22phox peptide binding, fluorescence polarization, 2 h; inhibition, % at 24.7 µM; hit rate 0.53% among 220,000;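 active means inhibition above about 30%, limit read from the data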;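 further: 0% = p47phox with labelled peptide and 100% = labelled peptide alone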
RBBP9 inhibitor: human RBBP9 hydrolase inhibition. inhibition, % at 7.94 µM. O75884. hit rate 0.2% among 220,000. recombinant RBBP9, FP-Rh probe fluorescence polarization;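 active means inhibition above the campaign mean of all tested compounds plus 3 SD, cut at about 14% in these data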;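 further: plate controls were DMSO wells with RBBP9 for no effect and wells lacking RBBP9 protein for full effect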
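Measured by: FP readout at 525/598 nm; material: recombinant human RBBP9; also added: Serine-hydrolase probe FP-Rh, 375 nM pre-mixing; medium: Tris buffer pH 8.0, NaCl, Pluronic; replication: one well per compound; doses: one concentration, 7.94 µM nominal, 0.794% DMSO; timing: preincubation 30 min plus labeling 45 min at 25 °C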
Ba/F3 V617F tox: lowers viability of Ba/F3 cells expressing EpoR and JAK2V617F | ATP luminescence | inhibition, % at 5.6 µM | hit rate 1.1% among 220,000 | AID 1446;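 active means inhibition above the campaign mean plus 3 SD over all tested compounds, cut at about 24% in these data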;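 further: cytokine-independent growth of Ba/F3 cells driven by EpoR plus mutant JAK2; 0% = DMSO-treated cells and 100% = JAK inhibitor I control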
Furin inhibitor: inhibitors of human furin | P09958 | purified furin, fluorogenic substrate cleavage | inhibition, % at 30 µM | hit rate 0.061% among 220,000 | AID 463115; in the data active means inhibition above about 25%; further: inactives centre near -15
Target sequence (P09958 108-714 limits assumed): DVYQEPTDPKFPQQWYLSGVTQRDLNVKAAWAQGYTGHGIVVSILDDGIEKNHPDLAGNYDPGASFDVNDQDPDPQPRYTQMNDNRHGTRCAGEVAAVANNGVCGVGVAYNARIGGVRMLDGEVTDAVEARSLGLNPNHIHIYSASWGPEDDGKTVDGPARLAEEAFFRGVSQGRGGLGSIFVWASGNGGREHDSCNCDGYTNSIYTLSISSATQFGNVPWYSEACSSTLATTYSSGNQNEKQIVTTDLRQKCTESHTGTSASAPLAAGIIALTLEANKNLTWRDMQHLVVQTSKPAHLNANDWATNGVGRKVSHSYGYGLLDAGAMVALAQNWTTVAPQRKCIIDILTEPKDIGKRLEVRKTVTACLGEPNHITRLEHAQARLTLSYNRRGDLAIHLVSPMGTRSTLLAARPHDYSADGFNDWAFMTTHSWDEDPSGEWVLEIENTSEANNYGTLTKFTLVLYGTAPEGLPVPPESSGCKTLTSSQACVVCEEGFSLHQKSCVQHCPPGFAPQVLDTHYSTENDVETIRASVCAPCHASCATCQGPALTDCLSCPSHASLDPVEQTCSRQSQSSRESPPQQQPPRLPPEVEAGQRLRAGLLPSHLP
The depositor's hits bear a star; nt = no result given; & = joins results of further samples; [ ] = remark or other dose. An excerpt; count on the stated rates, not on these rows.

SMILES	TbHK1 inh	PPC-1+TRAIL kill	p97 ATPase inh	PGE2 EP2 inh	BaF3 tox	p47phox inh	RBBP9 inhibitor	Ba/F3 V617F tox	Furin inhibitor
CCOC(=O)C1C(=O)NC(SCC(=O)Nc2nccs2)=C(C#N)C1c1ccccc1OCC (stereo unspecified)	-4	22	2	6	2	-4	-1	-4	-20[20 µM]
CCOC(=O)COc1ncn(-c2ccccc2)n1	-7	10	3	12	1	-12	-2	-4	-23[20 µM]
CCOP(=O)(c1c(F)c(F)c(F)c(F)c1F)C1(O)CCCCC1 (stereo unspecified)	6	0	-2	15	7	-5	-7	5	-11
N=c1nc(-c2ccccc2)ccn1O	-40	-19	2	11	3	-6	8	2	-7
Cc1c(C(=O)/C=C/N(C)C)nnn1-c1ccc(F)c(Cl)c1	-49	11	3	2	1	-1	-5	-1	-9
COc1ccc(C(=O)CN2C(=O)NC(C)(c3ccccc3)C2=O)cc1OC (stereo unspecified)	-6	2	7	18	7	-14	-6	-2	-12[20 µM]
Cc1ccccc1C(=O)N1CCC(C(=O)Nc2cccc(F)c2)CC1	3	23	0	4	-1	-16	-5	-3	-24
CN(C[C@H](Cc1ccccc1)N(C[C@H](CC1CCCCC1)N(CCc1ccccc1)N=O)N=O)N=O	0	8	2	6	3	-15	-7	-4	-24
Cc1cc(NCc2ccco2)nc(N2CCC(C(=O)NC3CCCCC3)CC2)n1	2	7	4	1	6	-10	2	3	-15
CCOC(=O)C1CCN(c2c(Nc3ccc4c(c3)OCCO4)c(=O)c2=O)CC1	-41	8	3	10	-1	-15	-2	-3	0
O=C1CNC(=O)/C1=C/c1ccc(O)cc1	-16	26	6	7	-2	-2	-1	-2	-19
CNC(=S)N(Cc1ccc(OC)cc1)Cc1cc2cc(C)ccc2[nH]c1=O	1	12	9	21	2	-9	-2	-2	-30
O=C(c1cccs1)C1CCCN(Cc2nc(Cc3ccccc3F)no2)C1 (stereo unspecified)	6	8	-3	2	7	13	1	2	-18
COc1ccc(/C=C2\CN(Cc3ccccc3)C/C(=C\c3ccc(OC)cc3)C2=O)cc1	-4	-6	-2	9	4	-19	-8	0	-13
Cc1nc(-c2nnc(SCC(=O)Nc3ccc(C(F)(F)F)cc3)n2C)cs1	-10	25	4	7	-2	-4	9	-8	-15
O=C(Cn1nc(-c2ccccc2)c2ccccc2c1=O)Nc1cccc(O)c1	4	-7	2	7	6	-10	3	0	-24
CCOC(=O)c1csc(NC(=O)c2cc3ccccc3o2)n1	-5	10	-1	11	4	-9	-3	3	-5
O=C(c1ccc(Cl)c([N+](=O)[O-])c1)N(Cc1ccc(F)cc1)C1CCS(=O)(=O)C1 (stereo unspecified)	-9	-17	2	7	3	3	12	0	-11
Cc1ccccc1OCc1nnc(SCC(=O)Nc2ccc(N3CCOCC3)c(Cl)c2)n1C	-10	27	1	4	-1	-2	0	-1	-10[20 µM]
COc1ccc(OC)c(C(C)NC(=O)Nc2cccc(C(C)=O)c2)c1 (stereo unspecified)	-4	-5	2	5	8	1	-5	1	-36
Cc1nonc1OCC(C)(COc1nonc1C)NC(=O)c1ccccc1	1	9	3	2	5	9	3	-2	-12[20 µM]
CCN(CC)C(=O)Cn1c(=O)n(CCCC(=O)NCc2ccccc2)c(=O)c2sccc21	-3	18	4	4	7	-4	3	2	-12
Cc1ccnc(NC(=O)c2cccs2)c1	3	23	-9	1	3	-1	1	4	-1[20 µM]
CCOC(=O)COc1c(-c2ccc(OC)cc2)oc2ccccc2c1=O	-28	31	2	nt	3	-24	5	-2	-19[20 µM]
N#CC1=C(Nc2ccccc2)SC=C(c2ccc(Br)cc2)N=C1N1CCOCC1	-11	23	3	15	3	0	-3	-1	-14

Gathered by group, those above with a furan ring, fused or not
SMILES	TbHK1 inh	PPC-1+TRAIL kill	p97 ATPase inh	PGE2 EP2 inh	BaF3 tox	p47phox inh	RBBP9 inhibitor	Ba/F3 V617F tox	Furin inhibitor
Cc1cc(NCc2ccco2)nc(N2CCC(C(=O)NC3CCCCC3)CC2)n1	2	7	4	1	6	-10	2	3	-15
CCOC(=O)c1csc(NC(=O)c2cc3ccccc3o2)n1	-5	10	-1	11	4	-9	-3	3	-5

Continuation:
SMILES	TbHK1 inh	PPC-1+TRAIL kill	p97 ATPase inh	PGE2 EP2 inh	BaF3 tox	p47phox inh	RBBP9 inhibitor	Ba/F3 V617F tox	Furin inhibitor
CN(C)S(=O)(=O)c1cccc(NC(=O)COC(=O)c2ccc([N+](=O)[O-])o2)c1	-6	5	1	2	0	0	-5	-2	-19
COc1ccc(C(=O)N2CCCCC2)cc1S(=O)(=O)Nc1cccc(C(=O)O)c1	7	-9	-3	3	3	1	-9	-2	-24[20 µM]
CCC(CO)[n+]1c(C)cc(/C=C2\Sc3ccccc3N2Cc2ccccc2)cc1C (stereo unspecified)	13	29	-4	10	61*	-24	-7	68*	29*
Cc1ccc(C(=O)CC2(O)C(=O)N(C)c3ccc(Br)cc32)c(C)c1 (stereo unspecified)	-2	7	-10	11	3	-16	-1	1	-8
O=C(NCCCN1CCCC1=O)Nc1ccc(F)c(Cl)c1	-5	1	2	10	3	0	-13	4	-25[20 µM]
COc1ccc(/C=C(\NC(=O)c2ccccc2)C(=O)NNC(=O)CCN2CCOCC2)cc1	-20	-4	3	10	9	-1	-1	2	-13
COc1ccc(-n2c(SCC(=O)N3CCCC(C)C3)nnc2-c2cccnc2)cc1 (stereo unspecified)	2	7	3	13	6	0	7	0	-28
CN(C)S(=O)(=O)N(Cc1ccc(Br)cc1)c1ccccc1	3	33	-1	-1	4	-7	-1	-6	-11[20 µM]
O=C(Nc1ccnc(-c2cccnc2)n1)c1cccs1	-2	0	5	3	-1	-7	-9	0	-11
CC(C)OC(=O)c1cc(-c2ccc(C=O)o2)ccc1Cl	-16	30	-3	5	2	-16	-5	3	-10
Cc1nnc2c3ccccc3c(Cl)nn12	-5	11	4	3	-3	-3	1	-3	-23
COc1ccc(C2C3=C(N=C4SCC(=O)N42)c2ccccc2CC3)cc1 (stereo unspecified)	-4	2	2	22	1	28	-8	-6	-7
N#Cc1c(N)nc(N2CCCC2)c(C#N)c1-c1ccc(Cl)cc1	-4	8	1	10	10	4	-1	0	-16
OC(COCc1cccs1)CN1CCN(c2cccc(Cl)c2)CC1 (stereo unspecified)	15	4	-5	6	4	-2	-6	1	-11
Cc1cccc(C)c1NC(=O)C(NS(=O)(=O)c1cccs1)c1ccccc1 (stereo unspecified)	22	11	4	7	4	-9	4	0	-20
O=C(Cn1nnc(-c2ccccc2)n1)NNC(=O)c1ccc(Br)cc1	-2	3	4	9	3	-3	3	-1	-28
COc1ccc(/C=N/NC(=O)c2cccnc2)cc1COc1ccc([N+](=O)[O-])cc1	-11	6	-2	12	1	-10	-11	4	-13
O=C(Oc1ccc([N+](=O)[O-])cc1)c1cccnc1	28	33	9	6	6	-4	0	-2	-6
Cn1c(=O)[nH]c(=O)c2c1nc(CN1CCN(c3ccc(F)cc3)CC1)n2CCc1ccccc1	-2	18	4	-1	-1	12	-5	-5	-12[20 µM]
CCC1(C)CC(CC(=O)O)(c2ccccc2OC)CCO1 (stereo unspecified)	4	-7	2	11	5	6	-7	0	-29
Cc1nnsc1-c1onc(C)c1C(=O)Nc1cc(Cl)cc(Cl)c1	-4	8	3	3	1	-11	-14	1	-13
CCCn1c(=N)n(CC(=O)O)c2ccccc21	-2	nt	0	13	3	5	-2	0	8[20 µM]
CC(=O)c1ccc(N2CCN(C(=O)CCCn3c(=O)[nH]c4ccccc4c3=O)CC2)cc1	-28	8	2	7	10	0	2	3	-9
CC1(C)CC(c2nc(-c3ccc(Br)cc3)cs2)CCS1 (stereo unspecified)	-7	17	-5	15	4	2	-4	0	-18
O=C(NNc1ccc(Cl)cc1)c1sccc1Cl	0	1	7	11	-1	-5	4	-4	-14

Reprinted at random: 2 entries already listed
SMILES	TbHK1 inh	PPC-1+TRAIL kill	p97 ATPase inh	PGE2 EP2 inh	BaF3 tox	p47phox inh	RBBP9 inhibitor	Ba/F3 V617F tox	Furin inhibitor
CC(=O)c1ccc(N2CCN(C(=O)CCCn3c(=O)[nH]c4ccccc4c3=O)CC2)cc1	-28	8	2	7	10	0	2	3	-9
OC(COCc1cccs1)CN1CCN(c2cccc(Cl)c2)CC1 (stereo unspecified)	15	4	-5	6	4	-2	-6	1	-11

Carrying on:
SMILES	TbHK1 inh	PPC-1+TRAIL kill	p97 ATPase inh	PGE2 EP2 inh	BaF3 tox	p47phox inh	RBBP9 inhibitor	Ba/F3 V617F tox	Furin inhibitor
COC(=O)C1=NNC2C(=O)N(C3CCCCC3)C(=O)C12 (stereo unspecified)	-4	nt	3	7	10	13	2	1	-18
CCn1c(=O)c2c3c(sc2n2cnnc12)CCC3	-3	13	1	9	1	-12	2	-6	-18[20 µM]
CCOc1c2ccc(C(=O)NCCc3cccs3)cc2nn1CC	-5	20	4	-6	0	-13	-2	-8	-28[20 µM]
Cc1ccccc1Cn1ccc(NC(=O)c2cnn3cccnc23)n1	-7	1	-1	8	0	-7	-3	-2	-14[20 µM]
C=CCOc1c(Cl)cc(CNn2cn[nH]c2=S)cc1OC	-6	12	6	0	0	-18	3	-1	-33
c1ccc(Cn2nnc3c(NCC4CCCO4)nc(C4CC4)nc32)cc1 (stereo unspecified)	6	-14	-7	20&8	6	-2	-6	3	-10
COc1cc(CNC(C)(C)CO)cc(Br)c1OCc1ccc(Cl)cc1	9	20	2	9	6	-17	-3	3	-4
O=S(=O)(c1ccc(F)cc1)N1CCN(c2ccccn2)CC1	5	9	-3	5	10	-12	4	3	-14
NS(=O)(=O)c1cccc(NC(=O)CSc2ccccn2)c1	0	6	4	7	0	-10	2	-4	-7[20 µM]
O=C(Nc1ccc(S(=O)(=O)Nc2nccs2)cc1)c1cccc(S(=O)(=O)N2CCOCC2)c1	-14	10	10	8	0	-10	6	-4	-25
C/C(=N/NC(=O)CNC(=O)c1cccs1)c1ccco1	1	13	9	10	0	-10	-15	-3	-21

Of the compounds above, 3 have a cyano group.
SMILES	TbHK1 inh	PPC-1+TRAIL kill	p97 ATPase inh	PGE2 EP2 inh	BaF3 tox	p47phox inh	RBBP9 inhibitor	Ba/F3 V617F tox	Furin inhibitor
CCOC(=O)C1C(=O)NC(SCC(=O)Nc2nccs2)=C(C#N)C1c1ccccc1OCC (stereo unspecified)	-4	22	2	6	2	-4	-1	-4	-20[20 µM]
N#CC1=C(Nc2ccccc2)SC=C(c2ccc(Br)cc2)N=C1N1CCOCC1	-11	23	3	15	3	0	-3	-1	-14
N#Cc1c(N)nc(N2CCCC2)c(C#N)c1-c1ccc(Cl)cc1	-4	8	1	10	10	4	-1	0	-16
